High-throughput results deposited in PubChem BioAssay by several laboratories.
PRMT1 inh: inhibitors of human PRMT1 | recombinant PRMT1, activity-based probe fluorescence polarization | inhibition, % at 2.79 µM | actives 1.3% (n = 370,000);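 active = inhibition above about 21% made by adding two undisclosed values, limit read from the data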
TDP2 inh: TDP2 (human) inhibition, absorbance primary screen; O95551; actives 0.34% (n = 370,000); inhibition, % at 12.8 µM; recombinant TDP2, T5PNP hydrolysis, p-nitrophenol absorbance 415 nm;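 active = inhibition above the mean of all tested compounds plus 3 SD, set per campaign, cut at about 25% in these data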;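 note: 0% = DMSO with enzyme and 100% = buffer with substrate but no TDP2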
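Test system: human TDP2 enzyme; Input: 120 nM TDP2 per well; Buffer or medium: Mg2+-containing Tris-HCl buffer, pH 7.5; Reagent: 5 mM T5PNP; Dosing: 12.8 µM single point, 1% DMSO; Incubation: reaction 2 h, 37 °C; Detection: p-Nitrophenol epi absorbance; Read-out: % inhibition relative to enzyme-containing and enzyme-free wells; Replicates: single well per compound.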
rCAG binder: r(CAG) repeat RNA binding; TO-PRO-1 dye displacement fluorescence; inhibition, % at 3 µM; actives 1.3% (n = 370,000); AID 651821;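 active = inhibition above the plate cutoff, the mean of all test compounds on that plate plus 3 SD, cut at about 35% in these data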;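 note: 0% = DMSO alone and 100% = 100 µM mitoxantrone as full dye displacement; higher means more dye released from RNA so lower well fluorescence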
HTRA1 inhibitor: HTRA1 (human) protease inhibition | Q92743 | recombinant HTRA1, FP-rhodamine activity-based probe, fluorescence polarization | inhibition, % at 5.96 µM | actives 0.5% (n = 340,000); in the data active = inhibition above about 36%;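 note: 0% = enzyme with DMSO and 100% = wells lacking enzyme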
Target sequence (Q92743 whole entry, looked up): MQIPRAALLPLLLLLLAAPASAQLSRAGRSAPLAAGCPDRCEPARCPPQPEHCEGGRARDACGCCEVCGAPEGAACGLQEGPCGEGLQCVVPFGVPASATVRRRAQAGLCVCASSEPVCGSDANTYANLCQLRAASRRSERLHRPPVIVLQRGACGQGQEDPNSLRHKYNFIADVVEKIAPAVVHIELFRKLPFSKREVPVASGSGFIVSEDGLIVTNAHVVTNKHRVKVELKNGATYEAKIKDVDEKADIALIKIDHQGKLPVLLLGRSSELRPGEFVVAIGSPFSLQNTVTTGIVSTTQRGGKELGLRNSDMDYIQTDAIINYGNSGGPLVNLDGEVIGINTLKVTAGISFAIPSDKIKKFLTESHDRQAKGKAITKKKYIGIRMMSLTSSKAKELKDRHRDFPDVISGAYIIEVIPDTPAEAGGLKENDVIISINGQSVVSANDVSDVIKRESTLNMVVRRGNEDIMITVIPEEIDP
ABHD4 inh: inhibits mouse alpha/beta hydrolase domain 4; Q8VD66; purified mABHD4, FP-Rh probe fluorescence polarization; inhibition, % at 8.92 µM; actives 0.54% (n = 370,000);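 active = inhibition exceeding the mean over every tested compound plus 3 SD, cut at about 30% in these data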;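 note: 0% = plate median of compound wells and 100% = S159A mutant with DMSO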
Target sequence (Q8VD66 whole entry, looked up, the tested form may be a part): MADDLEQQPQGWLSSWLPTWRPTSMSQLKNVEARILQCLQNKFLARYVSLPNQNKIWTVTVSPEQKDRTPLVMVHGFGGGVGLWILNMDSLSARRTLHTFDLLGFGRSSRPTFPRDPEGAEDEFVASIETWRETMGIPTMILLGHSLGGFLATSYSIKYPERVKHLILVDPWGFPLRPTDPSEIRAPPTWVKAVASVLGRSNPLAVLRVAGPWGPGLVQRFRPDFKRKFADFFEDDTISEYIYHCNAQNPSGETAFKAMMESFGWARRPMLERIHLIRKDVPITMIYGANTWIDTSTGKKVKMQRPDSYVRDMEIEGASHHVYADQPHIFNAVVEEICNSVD
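Assay system: wild-type mouse ABHD4 protein; compound: single nominal dose of 8.92 µM, 0.89% DMSO final; schedule: 45 min + 60 min at 25 °C; measured by: FP readout, ex 525 nm / em 598 nm; evaluation: % inhibition of FP-Rh probe binding versus controls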
SIAE primary: inhibitors of human sialic acid acetylesterase SIAE. AID 1053197. SIAE FP-Rh probe binding, fluorescence polarization. inhibition, % at 9.66 µM. actives 0.69% (n = 370,000);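 active = inhibition above a cutoff: mean of compounds within the control limits plus 3 SD of those, cut at about 17% in these data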;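 note: 0% = plate median of compound wells and 100% = probe without SIAE protein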
TCR CD3 inh: blocks the human TCR-CD3 interaction; TAMRA-labeled TCR probe fluorescence, biochemical; inhibition, % at 9.4 µM; actives 0.37% (n = 360,000); in the data active = inhibition above about 19%;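 note: recombinant mutant TCR 2C K166C tagged with TAMRA read by polarization; 0% = receptor in buffer alone and 100% = receptor with positive control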
MBD2 DNA inh: inhibitors of human MBD2 binding to methylated oligonucleotide. TR-FRET. Q9UBB5. inhibition, % at 4.4 µM. AID 686964. actives 0.31% (n = 370,000); in the data active = inhibition above about 13%
LEDGF integ inh: blocks HIV-1 LEDGF/p75-dependent DNA integration; TR-FRET IN-LEDGF/p75 DNA integration, Eu/Cy5; inhibition, % at 3.7 µM; actives 0.64% (n = 370,000); AID 743269;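 active = inhibition above the screen-wide mean plus 3 SD, cut at about 13% in these data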;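 note: signal is the Cy5 over europium emission ratio at 671 and 618 nm; 0% = plate median of compound wells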
NPR2 activator: GC-B (human) receptor activation; actives 0.11% (n = 370,000); AID 1920062; HEK293-GC-B cells, CNP EC30, cGMP TR-FRET; 0% at EC30 CNP, 100% saturating CNP; activation, % at 10 µM; P20594;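 active = activation at 10 µM reaching about 35% in either raw or pattern-adjusted values, limit read from the data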
The depositor's hits bear a star; · = no result given.

SMILES	PRMT1 inh	TDP2 inh	rCAG binder	HTRA1 inhibitor	ABHD4 inh	SIAE primary	TCR CD3 inh	MBD2 DNA inh	LEDGF integ inh	NPR2 activator
CC1(Cc2cccc(F)c2)C(=O)Nc2ccc(-c3cccnc3)cc21 (centres undefined)	0	2	0	·	-1	-2	-3	-1	-2	-10
CC(C)NC(=O)C1(C)CSCC(=O)N1Cc1cccc(F)c1 (centres undefined)	-4	-2	1	·	0	-4	10	1	-2	9
CCc1ccc(OCC(=O)Nc2nnc(-c3ccco3)s2)cc1	34*	-10	52*	-5	-8	9	11	5	-2	-5
COc1ccc(NC(=O)c2ccc(C#N)cc2)cc1NS(=O)(=O)c1ccc(F)cc1	2	10	6	-1	8	-1	-3	5	-2	-8
COc1cc([N+](=O)[O-])ccc1NC(=O)Nc1cccnc1	7	-4	5	-1	-10	-11	-4	5	-4	-2
COc1ccc(N2C(=O)CN(Cc3cc(OC)c(OC)c(OC)c3)C2=S)cc1	0	7	-3	0	-2	8	7	1	-2	-1
O=CNc1cc(-c2ccc(C(=O)NC3CC3)cc2)cn2c(-c3ccc(F)cc3)cnc12	3	0	6	·	-4	-19	1	-6	1	7
COc1ccc(NS(=O)(=O)c2cccc(NC(=O)CCC(=O)c3ccc(Cl)cc3)c2)cc1	2	0	12	-65	-84	-65	1	-6	7	1
COc1cc(C=Nc2c(C)cc(C)cc2C)ccc1OC(C)=O	-4	1	-1	1	-6	3	1	1	8	4
COc1ccc(C(=O)Oc2cc(C)c(CN3CCOCC3)cc2C)cc1OC	1	-5	-6	-1	-2	-4	7	1	4	2
CC(NC(=O)c1ccccc1Br)C1CC2CCC1C2 (centres undefined)	-4	-9	-2	·	-3	0	1	-1	1	3
Cc1cccc(NC(=O)/C(C#N)=C\c2cccnc2)c1	-1	4	4	-8	1	-2	3	2	-3	-14
NC(=O)CCN1CCN(CCOC2Cc3cc(Cl)ccc3Sc3ccccc32)CC1 (centres undefined)	-4	-5	-5	3	7	0	6	1	2	-3
Cc1ccc(C2=NN=C(NC(=O)CSc3nncn3C)SC2)cc1	94*	-15	5	5	6	-2	-2	4	-10	1
O=C(CC(C(=O)N1CCc2ccccc21)n1ccnc1)N1CCc2ccccc2C1 (centres undefined)	4	2	2	-4	7	0	0	9	-1	-2
CN1C(=O)S/C(=C\c2ccccc2OCc2ccc(C(=O)O)cc2)C1=O	2	7	12	-1	-8	-2	-1	0	0	-1
COc1ccc(S(=O)(=O)NCc2ccccn2)cc1NC(=O)c1ccc(C)cc1	-5	0	0	-1	-2	2	1	-3	-1	5
Cc1cccc(-c2ccc3[nH]c4c(c3c2)CCN2C[C@@H]([C@H](C)OC(=O)Nc3ccccc3C)[C@@H](N(C)C(=O)Nc3ccccc3C)C[C@@H]42)c1	-1	-1	15	-25	21	-6	-7	2	56*	-5
CCC1=NN2C(=N)/C(=C/c3cc(C)n(-c4ccccc4)c3C)C(=O)N=C2S1	1	3	5	0	2	-7	12	3	1	2
COc1ccc(C=NNc2ccc([N+](=O)[O-])cc2S(=O)(=O)Nc2ccccc2C(=O)O)cc1OC	14	-5	90*	-70	-2	-14	3	-1	0	-8
Cc1ccccc1CS(=O)(=O)c1ncc(Cl)c(C(=O)Nc2ccc(F)cc2)n1	17	1	1	-25	-12	2	-1	-8	-1	10
Cc1nn(-c2ccccc2)c2sc(C(=O)N3CCN(C(c4ccccc4)c4ccc(Cl)cc4)CC3)cc12 (centres undefined)	7	-3	10	·	-2	-3	·	4	-1	-10
Cc1ccc2nc3c(cc(C(=O)NCCc4ccccc4)c(=N)n3CC3CCCO3)c(=O)n2c1 (centres undefined)	-2	-14	11	-7	5	-7	2	0	-6	2
CC(C)NCC(O)c1cc(O)cc(O)c1 (centres undefined)	-3	8	2	5	3	6	6	0	-3	1
O=C(CCNS(=O)(=O)c1cccc2nonc12)Nc1ccc(Cl)cc1	-1	3	3	-4	-1	-4	-5	-1	-1	-8
CCNC(=S)N1CCC(Cc2ccccc2)CC1	-1	4	-5	-3	5	6	0	0	-2	0
CC(=O)N1CCC(=O)Nc2ccc([N+](=O)[O-])cc21	-3	-1	1	0	4	-3	5	2	-2	0
Nc1nc(N)nc(-c2cc(Cl)ccc2Cl)n1	2	1	0	1	8	1	-1	0	0	0
Cc1ccc(NC(=O)/C=C/c2ccc3c(c2)OCO3)nc1	1	2	-1	-3	0	-17	2	0	0	-6
Cc1ccc(C(=O)c2cc([N+](=O)[O-])ccc2N2CCCCC2)cc1C	3	-8	4	-15	1	2	-5	0	-4	9
COc1ccc(C2/C=C\CN(C(=O)Oc3ccccc3)CC(=O)N2Cc2ccc(F)cc2)cc1 (centres undefined)	2	-11	3	-24	0	0	2	2	1	0
N#Cc1nc(-c2ccc(Cl)cc2)oc1NCc1cccc2c1OCO2	-7	-4	5	-7	-1	2	7	-6	3	5
CN1CCN(c2ccc3c(c2)Oc2ccccc2CN(Cc2cn(Cc4ccc(F)cc4)nn2)S3(=O)=O)CC1	0	-1	1	·	-1	-3	·	0	1	-2
Cc1ccc(NC(=O)CN2CCN(S(=O)(=O)c3ccc4c(c3)OCCO4)CC2)c(C)c1	-1	8	4	-3	-3	7	2	3	2	6
CC1CCN(c2nc3nonc3nc2N2CCC(C)CC2)CC1	-4	-8	1	11	3	-7	-2	-2	-2	-4
CCn1c2ccccc2c2cc(N)ccc21	4	-6	9	27	26	6	-10	1	-4	5
CCOC(=O)C(Cc1cc(C(C)=O)ccc1OC(C)C)C(=O)OCC	3	0	-5	-3	-1	-5	-3	2	0	1
CCOC(=O)N1CCC(NS(=O)(=O)c2cc3c(cc2Cl)NC(=O)CO3)CC1	-2	6	1	-8	-1	4	-1	-3	3	5
O=C(O)/C=C\C(=O)Nc1ccc(Oc2ccc(Br)cc2)cc1	1	-5	-1	-3	4	4	6	0	-1	-2
Cc1ccc(-n2c(SCC(=O)NCCN3C(=O)CSC3=O)nnc2-c2ccccc2)cc1C	-4	-6	1	-8	0	-4	6	3	-1	-4
CC1(c2nnc(-c3ccc(Cl)cc3)o2)CC(c2cccnc2)=NO1 (centres undefined)	-3	-1	-1	-3	1	0	1	-5	1	0
CCOC(=O)[C@]12CCCCC/C=C\1N(CCc1ccc(Cl)cc1)C(=O)[C@H]2CC(=O)N1CCCCC1	2	1	3	·	5	1	·	-2	-1	-2
O=C(NCCSCc1ccccc1)c1ccc(Cl)c(S(=O)(=O)N2CCOCC2)c1	-2	-11	-1	-4	0	-1	-1	0	-3	3
Cc1ccc(SC[C@H](Cc2ccccc2)N2CCN(CC(C)C)CCC2=O)cc1	2	-2	-2	-10	-3	-2	-1	-2	-2	0
COC(=O)c1[nH]nc(C(=O)OC(C)(C)C)c1-c1ccccc1	0	-10	-5	-1	3	2	2	5	-5	-6
CC(=O)c1sc(NC(=O)CCS(=O)(=O)c2ccccc2)nc1C	-6	-2	0	-3	0	-3	8	-1	-1	-2
COc1cccc(C(=O)/C=C/Nc2ccc(S(=O)(=O)Nc3ccc(C(C)=O)cc3)cc2)c1	2	2	34	-33	-26	8	1	-6	1	1
CC(=O)N(/N=C1\Sc2ccccc2C1=O)c1ccccc1C	12	63*	-6	-17	-4	-21	-3	-8	34*	1
Cc1ccc(SC[C@H](C)CN2CC[C@H](NC(=O)OCc3ccccc3)CCC2=O)cc1	-1	6	-10	0	4	-2	5	2	1	1
Cc1ccc(C(=O)OCC(=O)NCc2ccccc2)cc1S(=O)(=O)N1CCCCC1	2	8	1	-17	-1	4	1	0	0	1
Remaining list, next part:
SMILES	PRMT1 inh	TDP2 inh	rCAG binder	HTRA1 inhibitor	ABHD4 inh	SIAE primary	TCR CD3 inh	MBD2 DNA inh	LEDGF integ inh	NPR2 activator
N=C1c2ccccc2CN1c1ccc(S(=O)(=O)N2CCCCC2)cc1	0	-2	-2	2	-3	13	-2	3	0	-3
CC(OC(=O)Cn1cc(C(F)(F)F)ccc1=O)C(=O)N(C)c1ccccc1 (centres undefined)	-4	-10	1	7	1	-8	1	4	3	0
O=C(COc1ncnc2c(Cl)cc(Cl)cc12)Nc1cc([N+](=O)[O-])ccc1Cl	-1	4	68*	-3	-2	-2	11	0	-2	-15
CN1C(=O)C(C)(C)c2cc(S(=O)(=O)N3CCN(c4ccccc4)CC3)ccc21	5	-2	2	-5	6	2	2	1	-5	4
Cc1ccc(-c2cccc(C3CC=CC4C3C(=O)N(Cc3ccccc3)C4c3ccc4ccccc4c3)c2)cc1 (centres undefined)	-4	10	3	-43	-1	-3	7	-5	-2	1
COc1ccc(CC(N)c2csc(Nc3cc(Oc4ccccc4)ncn3)n2)cc1 (centres undefined)	-2	1	14	·	9	-7	0	-1	7	-7
O=C(NCCCCc1ccccc1)c1ccc(F)cc1	-3	18	-2	-1	1	4	1	-3	1	4
COc1ccc(CNC(=O)COC(=O)CN2C(=O)C3CC=CCC3C2=O)cc1 (centres undefined)	3	-1	5	5	-1	1	-3	1	-1	3
COc1ccc2c(CC(=O)NNC(=O)c3ccc(C)cc3)coc2c1	1	8	7	-6	-3	11	-9	-7	2	3
CCCN(CCO)Cc1cccc(Br)c1	2	5	0	-3	10	-10	-1	3	-1	-2

Reprinted from above for reference:
SMILES	PRMT1 inh	TDP2 inh	rCAG binder	HTRA1 inhibitor	ABHD4 inh	SIAE primary	TCR CD3 inh	MBD2 DNA inh	LEDGF integ inh	NPR2 activator
N=C1c2ccccc2CN1c1ccc(S(=O)(=O)N2CCCCC2)cc1	0	-2	-2	2	-3	13	-2	3	0	-3
CC(OC(=O)Cn1cc(C(F)(F)F)ccc1=O)C(=O)N(C)c1ccccc1 (centres undefined)	-4	-10	1	7	1	-8	1	4	3	0
O=C(COc1ncnc2c(Cl)cc(Cl)cc12)Nc1cc([N+](=O)[O-])ccc1Cl	-1	4	68*	-3	-2	-2	11	0	-2	-15
CN1C(=O)C(C)(C)c2cc(S(=O)(=O)N3CCN(c4ccccc4)CC3)ccc21	5	-2	2	-5	6	2	2	1	-5	4

More records.
SMILES	PRMT1 inh	TDP2 inh	rCAG binder	HTRA1 inhibitor	ABHD4 inh	SIAE primary	TCR CD3 inh	MBD2 DNA inh	LEDGF integ inh	NPR2 activator
COc1ccc(OC2C(=O)N(Cc3ccc4c(c3)OCO4)C2c2sccc2C)cc1 (centres undefined)	-2	-1	-7	-35	2	-3	-8	1	2	-4
COCCNC(=O)CC(=O)N/N=C/c1cccc(C(=O)OC)c1	4	2	-2	0	-1	-3	3	2	1	-2
NC(=O)c1sc2nc(-c3cccs3)ccc2c1N	13	12	7	-17	5	-5	0	-2	-4	2
CCCS(=O)(=O)NC(=O)C1(C)CCN(C(=O)c2cc(F)ccc2C)C1 (centres undefined)	-3	4	2	·	-4	3	8	2	3	-7
CCOC(=O)NC1(C(F)(F)F)NC(=O)N(Cc2ccco2)C1=O (centres undefined)	5	8	2	-6	6	4	7	-6	1	3
COC(=O)[C@]12C[C@H](CC(=O)NCc3ccccc3)C(=O)N(Cc3ccc4c(c3)OCO4)C1=C[C@H](COCc1ccccc1)O[C@@H]2C	2	1	7	·	2	4	1	0	0	-1
CN(c1ccc(C(=O)NCCCn2ccnc2)cc1)S(C)(=O)=O	6	-9	-1	6	-3	-2	-8	4	-5	0
COc1cc(OC)cc(-c2c(-c3cccs3)c3cc(-c4ccc(OC)nc4)ccc3n2C)c1	5	7	8	2	3	-1	-4	2	-1	2

Some of the compounds tested, so the mix of outcomes need not match the whole.
